# TDP2 absorb = TDP2 (human) inhibition, absorbance primary screen. O95551. recombinant TDP2, T5PNP hydrolysis, p-nitrophenol absorbance 415 nm. inhibition, % at 12.8 µM. 370,000 compounds, 0.34% hits;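 active = inhibition above the mean of all tested compounds plus 3 SD, set per campaign, cut at about 25% in these data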;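 note: 0% = DMSO with enzyme and 100% = buffer with substrate but no TDP2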
#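 System – recombinant human TDP2 · Quantity – TDP2 enzyme at 120 nM final · Doses – single concentration, 12.8 µM nominal, with 1% DMSO · Incubation – 2 h at 37 °C · Measured by – epi absorbance of p-nitrophenol freed from T5PNP by hydrolysis · Read-out – % inhibition relative to enzyme-containing and enzyme-free wells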
# ASAP1 GAP inh = inhibitors of human ASAP1 ArfGAP activity; Q9ULH1; ASAP1-stimulated ARF1 GTP hydrolysis, GDP FP detection; inhibition, % at 16.5 µM; 360,000 compounds, 0.19% hits; AID 624377; in the data active = inhibition above about 25%;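 note: 0% = vehicle with enzyme and substrate and 100% = no enzyme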
# Target sequence (Q9ULH1 325-724 limits assumed): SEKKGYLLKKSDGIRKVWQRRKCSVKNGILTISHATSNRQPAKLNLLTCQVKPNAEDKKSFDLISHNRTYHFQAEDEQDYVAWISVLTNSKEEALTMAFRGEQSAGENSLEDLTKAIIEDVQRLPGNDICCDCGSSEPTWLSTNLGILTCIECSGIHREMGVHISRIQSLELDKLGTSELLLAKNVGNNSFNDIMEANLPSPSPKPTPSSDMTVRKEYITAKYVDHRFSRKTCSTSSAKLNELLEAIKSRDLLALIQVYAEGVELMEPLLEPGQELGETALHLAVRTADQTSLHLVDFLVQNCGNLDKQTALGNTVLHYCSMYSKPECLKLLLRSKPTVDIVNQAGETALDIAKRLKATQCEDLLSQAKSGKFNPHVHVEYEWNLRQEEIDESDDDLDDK
# SIAE primary = inhibitors of human sialic acid acetylesterase SIAE; Q9HAT2; SIAE FP-Rh probe binding, fluorescence polarization; inhibition, % at 9.66 µM; 370,000 compounds, 0.69% hits;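 active = inhibition above a cutoff: mean of compounds within the control limits plus 3 SD of those, cut at about 17% in these data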;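 note: 0% = plate median of compound wells and 100% = probe without SIAE protein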
# ARFGAP1 inhibitor = inhibits rat ARF GTPase activating protein 1; inhibition, % at 16.5 µM; Q62848; AID 651572; 360,000 compounds, 0.26% hits; Arfgap1-stimulated ARF1 GTP hydrolysis, GDP FP detection;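 active = inhibition above a per-plate limit, mean inhibition of low control wells plus 3 SD, cut at about 25% in these data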;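 note: 0% = DMSO wells with enzyme and 100% = wells lacking Arfgap1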
# Target sequence (Q62848 1-136 limits assumed): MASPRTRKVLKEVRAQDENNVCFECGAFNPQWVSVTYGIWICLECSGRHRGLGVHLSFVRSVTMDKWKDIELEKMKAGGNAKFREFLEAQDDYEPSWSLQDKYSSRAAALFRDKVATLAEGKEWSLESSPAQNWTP
#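 Material: truncated rat Arfgap1 GAP domain; Incubation: compound-enzyme preincubation 20 min, reaction 120 min, detection 60 min, 25 °C; Read-out: percent inhibition of Arfgap1-stimulated GTP hydrolysis; Technique: FP, GDP Alexa 633 tracer displaced from anti-GDP antibody, 620/688 nm; Controls: No-Arfgap1 wells (100%) versus DMSO full-reaction wells (0%); Replication: single well per compound.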
# Tn7 DDE FP = disrupts Tn7 cyclic peptide binding to fibrin D-Dimer-E complex; P02675; FP displacement of FITC-Tn7 peptide from fibrin DD(E); 0% = median of compound wells per plate; inhibition, % at 8.3 µM; 370,000 compounds, 0.13% hits; AID 720508;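 active = inhibition above the mean of compounds falling within the control limits plus 3 SD of them, cut at about 14% in these data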;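 note: 0% = plate median of compound wells and 100% = 10 µM Aha-Tn7 peptide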
# Target sequence (P02675 whole entry, looked up): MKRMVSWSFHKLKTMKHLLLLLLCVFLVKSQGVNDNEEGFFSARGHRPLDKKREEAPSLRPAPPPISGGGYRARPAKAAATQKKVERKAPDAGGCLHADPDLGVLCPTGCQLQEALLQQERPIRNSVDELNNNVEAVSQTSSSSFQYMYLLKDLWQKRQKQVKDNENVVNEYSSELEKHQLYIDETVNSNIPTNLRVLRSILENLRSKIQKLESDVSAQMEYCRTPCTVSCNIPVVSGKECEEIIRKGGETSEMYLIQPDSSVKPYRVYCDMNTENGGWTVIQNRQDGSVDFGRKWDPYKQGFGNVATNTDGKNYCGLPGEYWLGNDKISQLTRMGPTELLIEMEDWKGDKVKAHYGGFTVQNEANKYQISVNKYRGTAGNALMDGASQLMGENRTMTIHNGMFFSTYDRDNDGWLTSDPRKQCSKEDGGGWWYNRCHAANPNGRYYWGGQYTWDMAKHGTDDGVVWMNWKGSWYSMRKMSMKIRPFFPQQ
#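 assay system = human clot-derived fibrin DD(E) complex | quantity = Fibrin-DD(E) at 2 µM final | timing = 10 min preincubation, 3 h with tracer, room temperature | signal = fluorescence polarization | measure = percent inhibition | benchmarks = high control wells with 10 µM unlabelled Aha-Tn7 peptide (full inhibition) | replicates = singlicate testing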
# Tn6 DDE FP = inhibitors of Tn6 peptide binding to human fibrin DD(E); AID 720509; Fibrin DD(E) TRITC-Tn6 fluorescence polarization displacement; inhibition, % at 8.3 µM; 370,000 compounds, 0.21% hits;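 active = inhibition above a per-campaign cutoff: mean of compounds within control limits plus 3 SD, cut at about 15% in these data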;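 note: 0% = median of all compound wells on the plate and 100% = blocking peptide control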
# PLCg1 inh = inhibitors of human phospholipase C gamma1; purified PLC-gamma1, fluorogenic substrate, fluorescence; inhibition, % at 12.2 µM; 370,000 compounds, 0.84% hits; AID 720700; in the data active = inhibition above about 9.5%
# ADAM17 inh = ADAM17 inhibition, QFRET primary screen | P78536 | recombinant ADAM17, EDANS/DABCYL FRET peptide cleavage | inhibition, % at 6.95 µM | 370,000 compounds, 0.83% hits;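 active = inhibition above the mean of compounds lying between control limits plus 3 SD, set per campaign, cut at about 8.5% in these data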;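 note: 0% = DMSO-only wells as the low control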
# ADAM10 inh = ADAM10 inhibition, QFRET primary screen | inhibition, % at 7 µM | O14672 | 370,000 compounds, 0.62% hits | recombinant ADAM10, EDANS/DABCYL FRET peptide cleavage, 3 h;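 active = inhibition above a per-campaign cutoff equal to the mean of compounds falling between control-based bounds plus 3 SD, cut at about 20% in these data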;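 note: 0% = DMSO wells while the 100% control is not disclosed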
# PLCb3 inh = blocks human PLC-beta3 enzyme activity | Q01970 | Purified PLC-beta3, fluorogenic substrate, fluorescence | inhibition, % at 12.2 µM | 370,000 compounds, 0.18% hits; in the data active = inhibition above about 11%;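 note: 0% = median of compound wells on plate and 100% = full blocker control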
# * = called active by the depositor; i = inactive; x = not tested or not shown.
SMILES,TDP2 absorb,ASAP1 GAP inh,SIAE primary,ARFGAP1 inhibitor,Tn7 DDE FP,Tn6 DDE FP,PLCg1 inh,ADAM17 inh,ADAM10 inh,PLCb3 inh
Cc1nn(CCC(=O)NNC(=O)Nc2ccccc2)c(C)c1[N+](=O)[O-],1,x,2,x,-6,-2,2,1,-3,3
CCCNC(=O)CN(C)S(=O)(=O)c1ccc(F)cc1,4,5,4,-9,3,-5,-1,-4,5,2
Cc1cc(Cl)ccc1NC(=S)NCCN1CCOCC1,-2,6,5,-5,1,9,-2,3,-5,2
CCOC(=O)C1CCN(C(=O)c2cccc(N3C(=O)NC4CC3(C)Oc3ccc(C)cc34)c2)CC1 (stereo not drawn),9,-18,-5,7,-6,5,3,-2,5,-6
O=C(NCCO)/C(=C/c1ccc(Br)cc1)NC(=O)c1cccs1,1,-6,-6,-8,-1,-1,-62,-4,-4,-87
CCOc1ccc(C(=S)N2CCOCC2)cc1,5,4,0,-3,0,-1,0,-4,-7,0
O=C(COC(=O)c1ccco1)c1ccc(Cl)cc1,4,3,3,4,6,2,2,-1,-3,-3
CC1Cc2cc(S(=O)(=O)NCCC(=O)NCc3ccc(F)cc3)ccc2N1C(=O)C1CC1 (stereo not drawn),2,-4,0,-3,-1,6,2,-2,4,0
COc1ccc(CNS(=O)(=O)/C=C/c2ccccc2CNC(=O)OC(C)(C)C)cc1,1,x,6,x,-3,-3,-2,2,4,-1
O=c1cc(-c2ccco2)oc2ccccc12,9,-6,7,-6,-5,-6,-25,-178,i,-43
COc1ccc(NC(=O)CSc2nnc(N)s2)cc1,-1,-6,-4,-8,12,3,-1,-4,1,2
CCN(CC)S(=O)(=O)c1cccc(C(=O)NCC(=O)OCC(=O)NCc2ccccc2)c1,7,-11,-7,5,0,-2,2,-3,-2,1
Cc1cccc(CN2C(=O)[C@@H]3Cc4c([nH]c5ccccc45)C(C)(C)N3C2=O)c1,8,11,-4,17,-7,-1,-9,9,17,-8
CC(=O)N1CCN(S(=O)(=O)c2cccc(C(=O)NC3CC3)c2)CC1,4,-11,3,-7,6,5,0,0,-2,-2
CC(OC(=O)CC(NC(=O)c1ccccc1Cl)c1ccccc1)C(=O)Nc1cccc(Cl)c1Cl (stereo not drawn),2,-3,-10,-10,0,-3,-2,2,2,-1
O=C(NCCN1CCN(c2ccccc2)CC1)c1cccn2c(=O)c3cc(Cl)ccc3nc12,0,4,3,10,-1,7,-25,1,-3,-38
COc1ccc(OC)c(/C=C/C(=O)OCC(=O)N2CCCC2)c1,9,-1,16,-7,0,0,i,-34,-101,i
Cc1ccc(/C=N/Nc2ccc(Cl)nn2)cc1,5,1,1,-2,2,2,2,-6,1,-10
O=C(/C=C/c1cccc([N+](=O)[O-])c1)N1CCN(S(=O)(=O)c2cccs2)CC1,7,6,-4,-1,4,2,4,-4,0,2
COc1ccc(/C=N/NC(=O)c2cccnc2)cc1CN1CCN(c2ccc(F)cc2)CC1,-2,8,6,3,-4,3,0,-3,-6,-5
Cc1cc(C)c2c3c(c(-c4ccccc4)n2n1)c(=O)n(C)c(=O)n3C,3,-5,4,8,-8,2,-10,-1,4,-29
O=[N+]([O-])c1ccccc1OC/C(=N\O)c1ccccc1,5,20,-5,13,-2,-8,0,2,-4,-9
CC1CCCCC12NC(=O)N(CC(=O)Nc1ccc3c(c1)OCCCO3)C2=O (stereo not drawn),-1,0,2,8,-5,-7,0,-2,-15,-9
COc1ccc(Nc2cc(=O)oc3ccccc23)cc1,8,4,-3,4,-4,-17,1,-8,-1,0
Cc1ccc(C)c(S(=O)(=O)N2CCCC2CNC(=O)C(=O)NC2CCCC2)c1 (stereo not drawn),0,9,0,8,9,0,3,-4,-16,-7
Cc1ccc(NC(=O)COC(=O)COc2ccc(Cl)cc2C)c([N+](=O)[O-])c1,-8,2,-4,-2,4,3,0,-1,2,-4
CCOC(=O)c1nc(Nc2ccc(N3CCC(C)CC3)cc2)c2ccccc2n1,-3,2,11,6,-7,6,4,1,-2,0
COC(=O)c1c(-c2ccccc2OC)sc2ccccc12,-1,15,-7,-4,-7,2,-51,-3,-24,-77
CC1CN(C(=O)c2ccc3c(c2)OCO3)CC(C)O1 (stereo not drawn),4,-4,-3,-1,-4,9,1,-2,0,2
COc1ccc(Cl)cc1NC(=O)CN(c1ccccc1)S(=O)(=O)N(C)C,-11,-3,2,11,-1,-2,5,2,8,3
O=C(c1ccccc1NS(=O)(=O)c1ccccc1)N1CCCCCC1,-12,5,3,13,-4,2,2,5,9,-6
O=C(NNS(=O)(=O)c1ccccc1C(F)(F)F)c1cc2ncc(C(F)(F)F)cc2s1,2,-7,-2,5,4,-4,-2,-1,-1,-1
O=[N+]([O-])c1cc(/C=N/NC(=S)Nc2ccccc2Cl)ccc1Cl,-10,15,-13,-7,-2,-1,5,0,11,-1
O=C(CSc1ccc(Cl)cc1)Nc1ccccc1N1CCN(C(=O)c2ccccc2)CC1,0,-6,0,-1,-2,2,3,-1,2,1
COc1ccc(-c2nc(N)nc(C(F)(F)F)c2-c2csc(C)n2)c(O)c1,-19,7,-7,12,8,-12,11*,-3,4,-6
Cc1ccc2c(cnn2C(=O)CCC(=O)N2CCCCC2C)c1 (stereo not drawn),7,4,-2,-1,6,-1,1,-4,-6,-1
Nc1c(C(=O)c2ccc(Cl)cc2)sc2c1c(=O)[nH]c(=O)n2-c1ccccc1,1,5,-5,-5,-6,4,-5,-1,-2,-4
COc1cc(/C=C2\C(=O)NN(c3ccc(C)cc3)C2=O)cc([N+](=O)[O-])c1O,7,10,3,-3,2,6,-2,-2,2,1
O=C(NCc1ccccc1)/C(NC(=O)c1ccccc1)=C(/Sc1ccccn1)c1ccccc1,-8,10,0,-8,9,-8,2,0,-3,2
CC(CCn1cccn1)NC(=O)CCc1nnc(CCc2ccccc2)o1 (stereo not drawn),3,-2,-5,6,-2,-11,1,-2,-3,-2
CSc1ncc(C(=O)Nc2ccccc2Cl)c(C)n1,4,-11,1,4,1,2,-2,-4,-5,-9
CC(=O)c1ccccc1NS(=O)(=O)c1ccc2c(c1)CC(=O)N2,2,6,-11,-5,-2,-2,-8,-3,1,-9
CCN(CC)c1nc2c(s1)C(=O)CC(C)(C)C2,6,-16,8,7,5,2,3,-2,3,5
Cc1ccc(N(NC(=O)C(C)(C)O)C(=O)c2ccccc2)cc1C,-1,5,-5,-1,5,7,1,-1,88*,0
CCOC(=O)C1CCCN(S(=O)(=O)c2ccc(F)c(C(=O)Nc3ccc(F)c(F)c3)c2)C1 (stereo not drawn),0,-6,0,7,-3,-11,2,4,15,3
CCn1c(SCC(=O)NCCc2ccccc2)nnc1-c1cccs1,-7,-12,0,-4,0,1,2,-3,-5,-1
Cc1oc(-c2ccccc2Cl)nc1CS(=O)CC(=O)NCc1ccc(Cl)cc1 (stereo not drawn),6,-5,1,-6,4,-3,0,1,0,-5
CCOC(=O)c1ccc(N2CN(CCc3ccccc3)CNC2=S)cc1,5,2,2,8,-3,-12,7,5,-3,2
CCOc1ccc(CCNC(=O)c2ccc(S(=O)(=O)N3CCCC3)cc2)cc1OCC,6,14,1,1,-6,-6,0,-4,-6,-5
CCOC(=O)C1(CCOc2ccccc2)CCN(Cc2ccncc2)CC1,3,17,6,3,2,-4,-2,-3,-6,-2
CCOc1cc(/C=N/Nc2nc(N3CCCC3)nc(N3CCCC3)n2)ccc1O,1,-2,0,2,2,-4,-3,-6,-16,1
CC(C)=CC1C(C(=O)Nc2ccc(Br)cn2)C1(C)C (stereo not drawn),5,-1,-3,5,5,0,2,-3,6,2
CSc1nc2sc3c(c2c(=O)[nH]1)CCC(C)C3 (stereo not drawn),-1,-6,9,0,-1,4,3,-4,-14,1
O=C(Nc1ccccc1N1CCCCC1)c1cccc(OC(F)F)c1,-15,6,9,-2,-7,-1,3,5,14,-9
NC(=O)c1c(NC(=O)CN2CCOCC2)sc2c1CCC2,-5,-6,2,3,4,-7,-3,-2,-9,-6
OCCN1CCN(c2nc3ccccc3nc2-c2ccccc2)CC1,17,8,-2,1,-11,3,-53,-27,-80,-94
Cc1ccc(-n2ncc3c(=O)n(-c4ccc(C)c(C)c4)c(C)nc32)cc1,-8,-14,6,-2,1,0,1,1,4,9
CC(C)CC(CC(C)C)=NNC(=O)c1ccc2c(c1)OCO2,7,-24,1,3,-4,-2,3,0,2,-6
CC(C)c1nnc(NC(=O)COC(=O)/C=C/c2ccc([N+](=O)[O-])cc2)s1,4,-1,-1,22,-3,-5,-2,-1,-6,-6
COc1ccc(-c2cc(-c3ccccc3)c(-c3ccccc3)nn2)cc1,0,-15,5,6,8,5,-1,-5,-4,0
# Going on with the list.
SMILES,TDP2 absorb,ASAP1 GAP inh,SIAE primary,ARFGAP1 inhibitor,Tn7 DDE FP,Tn6 DDE FP,PLCg1 inh,ADAM17 inh,ADAM10 inh,PLCb3 inh
O=C(Nc1c(C(=O)N2CCC(N3CCCCC3)CC2)oc2ccccc12)c1ccc(F)cc1,4,-10,2,-2,3,8,0,-1,-8,-8
CCCCOc1ccc(C(=O)N/C(=C\c2ccc([N+](=O)[O-])cc2)C(=O)OCc2ccco2)cc1,1,-4,-5,0,0,-5,3,-3,5,2
Cc1ccc(S(=O)(=O)N2CCN(c3ccccn3)CC2)cc1,-5,-3,-2,10,-4,2,0,-3,-2,-4
COCCNC(=O)C(=O)NCC1OCCN1S(=O)(=O)c1cc(F)ccc1F (stereo not drawn),2,0,4,3,-3,2,2,-3,-1,-10
Cc1ccc([C@H]2C(C(=O)O)=CC[C@@H](c3ccc(Cl)cc3)N2S(=O)(=O)c2ccc(C)cc2)cc1,-5,-11,-11,-21,0,4,2,-3,0,-3
C=CCn1ccc(O)c(Cc2ccc(Cl)cc2)c1=O,6,-4,1,-1,-7,9,-1,-3,-1,-7

# Whole records as entered above.
# `Cc1oc(-c2ccccc2Cl)nc1CS(=O)CC(=O)NCc1ccc(Cl)cc1` (stereo not drawn) as listed: TDP2 absorb = 6; ASAP1 GAP inh = -5; SIAE primary = 1; ARFGAP1 inhibitor = -6; Tn7 DDE FP = 4; Tn6 DDE FP = -3; PLCg1 inh = 0; ADAM17 inh = 1; ADAM10 inh = 0; PLCb3 inh = -5
# `O=C(Nc1ccccc1N1CCCCC1)c1cccc(OC(F)F)c1` as listed: TDP2 absorb = -15; ASAP1 GAP inh = 6; SIAE primary = 9; ARFGAP1 inhibitor = -2; Tn7 DDE FP = -7; Tn6 DDE FP = -1; PLCg1 inh = 3; ADAM17 inh = 5; ADAM10 inh = 14; PLCb3 inh = -9
